Source: PubChem BioAssay
All columns: NCI-60 one-dose screen, growth in % after 48 h at 10 µM unless noted; 100 = growth as untreated, 0 = no growth, -100 = all killed.
MDA-MB-468: MDA-MB-468 breast cancer; AID 2202374; 78,000 compounds, 8.5% hits
BT-549: BT-549 breast cancer | 78,000 compounds, 4.4% hits
MCF7: MCF7 breast cancer; 82,000 compounds, 6.3% hits; AID 1794796
T-47D: T-47D breast cancer; 79,000 compounds, 5% hits; AID 1794792
MDA-MB-231: MDA-MB-231 breast cancer | 81,000 compounds, 5% hits | AID 1794789
SR: SR leukemia cells; 73,000 compounds, 8.7% hits
K-562: K-562 leukemia. 78,000 compounds, 7.4% hits
HS 578T: HS 578T breast cancer; 78,000 compounds, 4.1% hits; AID 1794788
* hit, by the source's call; / = not tested or not shown; & = joins results of further samples; ! = not confirmed by another sample. The calls were made as follows: active = growth percent below 10; inactive = the rest. A portion of the library (hit frequency here may not be typical).

SMILES	MDA-MB-468	BT-549	MCF7	T-47D	MDA-MB-231	SR	K-562	HS 578T
O=C1C2CCC1C(N1CCCC1)CC2 (centres undefined)	105	98	95	106	110	100	99	102
CC(C)[C@@H]1CC[C@@H](C)CC12OOCN(c1cccc(Cl)c1)COO2	99	90	97	104	107	94	92	96
COC(=O)[C@@H](C)C[C@H](Cc1ccccc1)NC(=O)c1nc([C@@H](C[C@H](C(C)C)N(C)C(=O)[C@@H](NC(=O)[C@H]2CCCCN2C)C(C)C)OC(C)=O)sc1C	53	-23*	12	66	-12*	4.2*	8.3*	14
COC(=O)c1ccc(OC)c(OC)c1	88	104	97	88	103	96	91	96
NCCc1ccccn1	107&109	106&99	91&110	102&99	97&99	106	116&109	94
CC[C@]12C=CCN3CC[C@@]4(c5ccc(OC)cc5N(C)[C@H]4[C@@](O)(C(=O)OC)[C@@H]1O)[C@@H]32	92	101	96	108	101	/	101	100
O=C1NC(=O)C(=Cc2cccn2CCCn2c3ccccc3c(=O)c3ccccc32)C(=O)N1	93	99	88	85	99	92	88	115
C[C@@]1(CCCCCCCCCc2ccc(O)cc2)C[C@]2(C)OC(=O)C[C@@H]2OO1	65	102	117	84	105	/	70	93
CCCCN(CCCC)CC(O)c1ccccc1 (centres undefined)	116	124	105	127	104	102	103	98
CNC(=O)Oc1cccn(C(=O)NC)c1=O	102	/	105	89	87	/	77	107
S=C=Nc1ccc(I)cc1	101	101	93	104	102	/	111	99
Clc1ccc(NC2OOC3(OOC2Nc2ccc(Cl)cc2)C2CC4CC(C2)CC3C4)cc1 (centres undefined)	84	77	87	69	86	91	48	108
CC(CC(C#N)(c1ccccc1)c1ccccc1)N1CCOCC1 (centres undefined)	107	111	122	90	94	84	83	111
C[C@@H]1C[C@H]2C(=CC1=O)CC[C@@H]1[C@@H]2CC[C@]2(C)[C@@H](O)CC[C@@H]12	90	119	115	102	94	87	83	85
COP(=S)(OC)Oc1ccc(SC)c(C)c1	108	84	113	97	113	/	100	110
C[C@@H]1C[C@@]2(C)[C@@H](CC[C@@H]3[C@@H]2CC[C@]2(C)C(=O)CC[C@@H]32)CC1=O	95	112	100	99	103	108	93	81
CC(C)(O)CNC1CCCCC1	104	113	104	/	116	108	125	138
S=C(Cl)Oc1ccccc1	93	114	97	95	106	89	108	110
CCNC1(c2ccc3c(c2)OCO3)CCCCC1	102	105	88	97	97	109	/	95
CC(C)(C)[C@H](NC(=O)c1cn(Cc2ccccc2)c2ccccc12)C(N)=O	108	92	92	86	119	79	/	99
OC12C[C@@H](C3CO[C@@H]1O3)n1c(nc3ccccc31)N2	101	97	87	87	109	94	102	96
COCOCP(=O)(OC)OC	92	/	94	92	94	98	105	103
COc1cc(C2CC(=O)Nc3nc(N)[se]c32)c(OC)c2c1OCO2 (centres undefined)	109	101	94	89	96	107	/	91
Cc1cc(N)ccc1N	86	90	92	/	/	110	105	104
Oc1ccc(Br)cc1CN1CCN(Cc2cccc(F)c2)CC1	82	92	72	83	74	60	71	86

(cont.)
SMILES	MDA-MB-468	BT-549	MCF7	T-47D	MDA-MB-231	SR	K-562	HS 578T
Cc1nn(Cc2ccccc2)c(C)c1C1(O)CC(CSC#N)OC1=O (centres undefined)	/	140	103	83	107	144	146	104
CC12CCC3C(CCC4=CC(=O)CCC43C)C1C/C(=C\c1ccc(N(CCCl)CCCl)cc1)C2=O (centres undefined)	91	90	99	84	112	88	73	/
CCCCN1CCCC[C@@H]1C(=O)N[C@H](C(=O)N(C)[C@H](CCc1nc(C(=O)N[C@@H](Cc2ccccc2)C[C@H](C)C(=O)OC)cs1)C(C)C)[C@@H](C)CC	-1.8*	36	18	44	60	8.0*	34	76
CCCCCN(CCCCC)CC(O)c1cc(Cl)ccc1OC (centres undefined)	58	80	16	35	19	/	15	50
COc1cc(C(=O)N/N=C/c2ccc(N(CCCl)CCCl)cc2)cc(OC)c1OC	49	95	56	86	105	21	54	95
CCN(CC)CCOc1c(C(C)C)cccc1C(C)C	88	123	94	85	109	-1.3*	111	110
Fc1ccc2c(c1)c(-c1nc(-c3c[nH]c4ncccc34)cs1)cn2CCCCN1CCCCC1	-57*	76	-75*	-69*	-88*	-60*	-74*	-29*
Clc1ccc(CO/N=C(\Cn2ccnc2)c2ccc(Cl)cc2Cl)c(Cl)c1	-24*	-44*	0.3*	101	-11*	-14*	1.7*	-4.9*
C1CCN(C2CCNCC2)C1	101	99	96	97	105	74	91	/
N#C/C=C/C#N	101	105	101	117	111	114	97	121
CCCCCCCCCCCCCCCCCCOc1ccccc1COP(=O)(O)OOCC[N+](C)(C)C	-40*	26	16	17	-41*	-8.8*	1.4*	16
CC[C@H](C)[C@H](NC(=O)c1ccccn1)C(=O)N(C)[C@H](C[C@@H](OC(C)=O)c1nc(C(=O)NC23C4C5C2C2C3C4C52C(=O)OC)cs1)C(C)C (some centres undefined)	61	88	72	94	94	35	75	87
CCOP(=O)(OCC)C(C#N)OC(C)(C)C (centres undefined)	92	121	106	101	114	113	100	92
CC(=O)Oc1ccc(/C=C/c2cc(OC(C)=O)cc(OC(C)=O)c2)cc1	85	77	79	80	68	74	60	89
CCCCCCCCCCNCCC (tested in a mixture with another compound)	107	123	104	107	/	106	112	117
O=C(N1CCCCCC1)N1CC1	113	106	100	101	109	115	113	116
Cc1ccncc1/C=N/O	110	102	95	87	107	90	96	101
CNC(=O)Oc1ccc(C(=O)OC)cc1	107	105	99	100	116	97	106	114
CC[CH2][Sn]([Cl])([Cl])[CH2]CC	22	61	50	-3.2*	82	/	31	97
C/C(=N/OC(=O)N(C)C)c1ccc(Cl)cc1Cl	114	97	95	97	116	87	106	107
C[C@H](N)[C@H](O)c1ccccc1	104&104	124&102	98&100	94&107	113&104	115&102	109&97	110&119
CC12OOC(c3ccccc31)c1c2ccc2ccccc12 (centres undefined)	/	-82*	48	-29*	50	-19*	-83*	92
COP(=O)(OC)C(O)C(Cl)(Cl)Cl (centres undefined)	103&70	64	101&84	107&71	115&96	108	95	109
Cc1ccc(O)cc1C	103	108	99	/	/	/	98	102
C/C=C/CC(C)C(O)[C@H](NC(=O)[C@@H]1CCCN1C(=O)C(C)(C)NC(=O)CCCCCCCCC)C(=O)N[C@@](C)(CC)C(=O)N[C@@H](CCC(N)=O)C(=O)N[C@H](CCC(N)=O)C(=O)NC(C)(C)C(=O)NC(C)(C)C(=O)N[C@@H](CCC(N)=O)C(=O)N[C@H](CC(C)C)C(=O)N[C@H](CO)CC(C)C (some centres undefined)	-53*!	-34*	-2.6*!	52&29	-32*!	8.3*	-18*!	-15*

More results follow.
SMILES	MDA-MB-468	BT-549	MCF7	T-47D	MDA-MB-231	SR	K-562	HS 578T
O=C(O)c1c(Cl)n(Cc2ccc(Cl)cc2)c2ccc(O)cc12	/	120	104	104	89	80	93	99
O=C1CC(=O)N(c2ccccc2)C(=O)N1	100	96	94	105	107	98	106	114
CN1CCN(c2ncnc3[nH]ccc23)CC1	114	90	100	104	110	93	97	82
CN1CCc2cc3c(cc2C1O)OCO3 (centres undefined)	108&99	-79*!	95&80	102&69	111&98	101	97	103&55
CC12Cc3cnoc3C=C1CCC1C2CCC2(C)C1CCC2(C)O (centres undefined)	55	96	108	67	101	53	48	61
CNC(C)(C)Cc1ccccc1	95	124	103	104	107	103	/	101
COP(=S)(N1CC1)N1CC1	110	118	102	95	93	90	/	121
O=P(Oc1cccc2ccccc12)(N1CC1)N1CC1	100	99	98	102	101	96	111	105
CC(=O)O[C@H]1CC[C@@]2(C=O)C(=CC[C@@H]3[C@@H]2CC[C@]2(C)C(=O)CC[C@@H]32)C1	113	131	98	107	110	99	112	100
CCOC(=O)CC(SP1(=S)OCC2(CC=CCC2)CO1)C(=O)OCC (centres undefined)	115	105	102	94	100	103	106	/
N#CC1=C(C#N)C(=O)C(Cl)=C(Cl)C1=O	98	117	94	100	113	102	99	101
C[C@H]1C[C@@H]2[C@H](CC[C@]3(C)C(=O)CC[C@@H]23)[C@H]2CCC(=O)C=C12	95	88	98	/	119	82	102	99
COc1cccc(C=C(C#N)C#N)c1	113	103	102	103	106	/	99	100
C1CCC(N2CCOCC2)CC1	96&96&94	106&115	107&86&110	97&101&101	105&96&104	100&79&94	105&55&87	103&101&102
Oc1c(Cl)cc(Cl)cc1Cl	83	109	97	92	105	90	94	106
Oc1c(F)c(F)c(F)c(F)c1F	93	91	99	83	103	106	/	102
O=C1NC2(CCNCC2)Nc2ccccc21	99	108	107	109	120	87	/	102
Cn1cnnc1[S-].[Au+].c1ccc([PH+](c2ccccc2)c2ccccc2)cc1	-49*	37	-57*	-17*	30	4.4*	1.8*	49
C[C@]12CCC(=O)C=C1CCC1C2CC[C@]2(C)C(=O)/C(=C/c3cnc[nH]3)CC12 (some centres undefined)	106	85	90	90	107	87	75	103
c1ccc([As]=[As]c2ccccc2)cc1 (centres undefined)	-56*	-96*	-76*	-73*	-61*	-47*	-60*	38
CCCC(C)C1(CC)C(=O)NC(=S)NC1=O (centres undefined)	96	99	104	99	96	97	/	102
COC(=O)CN(C)P(=O)(N1CC1)N1CC1	90	114	106	95	107	111	107	99
O=C(CC1(O)C(=O)N(Cc2ccccc2)c2ccccc21)c1ccc(C(=O)NCC2CCC3(CC2)OOC2(CCCCC2)OO3)cc1 (centres undefined)	-57*	-31*	9.8*	-39*	-66*	-49*	-48*	-6.3*
CN[C@]1(c2ccccc2Cl)CCCC[C@H]1NCCCc1ccccc1	94	108	110	85	85	90	87	100
CCOC(C(=O)O)(c1ccccc1)c1ccccc1	112	90	91	68	104	98	114	96

18 of the compounds above, with two lines to a compound.
Values in the order – MDA-MB-468, BT-549, MCF7, T-47D, MDA-MB-231, SR, K-562, HS 578T
O=C(O)c1c(Cl)n(Cc2ccc(Cl)cc2)c2ccc(O)cc12
→ /, 120, 104, 104, 89, 80, 93, 99
O=C1CC(=O)N(c2ccccc2)C(=O)N1
→ 100, 96, 94, 105, 107, 98, 106, 114
CN1CCN(c2ncnc3[nH]ccc23)CC1
→ 114, 90, 100, 104, 110, 93, 97, 82
CN1CCc2cc3c(cc2C1O)OCO3 (centres undefined)
→ 108&99, -79*!, 95&80, 102&69, 111&98, 101, 97, 103&55
CC12Cc3cnoc3C=C1CCC1C2CCC2(C)C1CCC2(C)O (centres undefined)
→ 55, 96, 108, 67, 101, 53, 48, 61
CNC(C)(C)Cc1ccccc1
→ 95, 124, 103, 104, 107, 103, /, 101
COP(=S)(N1CC1)N1CC1
→ 110, 118, 102, 95, 93, 90, /, 121
O=P(Oc1cccc2ccccc12)(N1CC1)N1CC1
→ 100, 99, 98, 102, 101, 96, 111, 105
CC(=O)O[C@H]1CC[C@@]2(C=O)C(=CC[C@@H]3[C@@H]2CC[C@]2(C)C(=O)CC[C@@H]32)C1
→ 113, 131, 98, 107, 110, 99, 112, 100
CCOC(=O)CC(SP1(=S)OCC2(CC=CCC2)CO1)C(=O)OCC (centres undefined)
→ 115, 105, 102, 94, 100, 103, 106, /
N#CC1=C(C#N)C(=O)C(Cl)=C(Cl)C1=O
→ 98, 117, 94, 100, 113, 102, 99, 101
C[C@H]1C[C@@H]2[C@H](CC[C@]3(C)C(=O)CC[C@@H]23)[C@H]2CCC(=O)C=C12
→ 95, 88, 98, /, 119, 82, 102, 99
COc1cccc(C=C(C#N)C#N)c1
→ 113, 103, 102, 103, 106, /, 99, 100
C1CCC(N2CCOCC2)CC1
→ 96&96&94, 106&115, 107&86&110, 97&101&101, 105&96&104, 100&79&94, 105&55&87, 103&101&102
Oc1c(Cl)cc(Cl)cc1Cl
→ 83, 109, 97, 92, 105, 90, 94, 106
Oc1c(F)c(F)c(F)c(F)c1F
→ 93, 91, 99, 83, 103, 106, /, 102
O=C1NC2(CCNCC2)Nc2ccccc21
→ 99, 108, 107, 109, 120, 87, /, 102
Cn1cnnc1[S-].[Au+].c1ccc([PH+](c2ccccc2)c2ccccc2)cc1
→ -49*, 37, -57*, -17*, 30, 4.4*, 1.8*, 49

New compounds follow
SMILES	MDA-MB-468	BT-549	MCF7	T-47D	MDA-MB-231	SR	K-562	HS 578T
CCOC(=O)C1C2c3ccccc3C(C1C(=O)OCC)[n+]1ccccc12 (centres undefined)	101	96	101	102	120	99	104	116
CC(=O)O[C@H]1CC[C@H]2[C@@H]3CC=C4c5nc(Cc6ccccc6)sc5CC[C@]4(C)[C@H]3CC[C@]12C	64	75	78	57	78	32	26	76
CCNP(=O)(OCC)OCC	104	94	107	90	105	115	106	133
COc1cc(OC)c(S(=O)(=O)N(CCCl)CCCl)cc1C1=NN(C(N)=S)C(c2ccc(Cl)cc2)C1 (centres undefined)	85	86	81	76	91	87	69	83
Clc1ccc(CSc2ncc(Br)c(N3CC3)n2)cc1	111	137	98	80	103	91	72	98
COc1cc(C=C2C(=O)N(C)C(=O)N(C)C2=O)cc(OC)c1O	103	110	97	93	114	98	99	114
O=[N+]([O-])c1cc[n+]([O-])c2ccccc12	-60*	-66*	-17*	-21*	-45*	/	0.3*	19
CN1CCC2(CC1)C(C#N)C(=O)NC(=O)C2C#N (centres undefined)	102	103	89	107	101	86	94	113
Cc1cc(N(CCCl)CCCl)ccc1/C=N\NC(=O)c1ccncc1	-46*	75	62	54	96	48	85	109
O=C(O)C(Cl)(Cl)CCl	111	105	104	100	90	/	/	123
Cc1ccc(N)cc1C	115	109	95	90	114	131	106	110
Cc1ccc(-c2nc3c(s2)CC[C@@]2(C)C3=CC[C@H]3[C@@H]4CC[C@H](O)[C@@]4(C)CC[C@@H]32)cc1	102	97	95	89	97	97	97	100
C[N+]1([O-])C2CCC1CC(OC(=O)C(O)c1ccccc1)C2 (centres undefined)	102	101	81	93	109	/	111	94
CC(=O)NC1CCSC1=O (centres undefined)	105&104	98&110	100&104	116&103	93&115	99&108	106&100	103&103
Oc1ccccc1-c1ccccc1	103&105	97&111	94&98	94	95	88&92	97&93	120&104
C[n+]1c(/C=C/c2ccc(N(CCCl)CCCl)cc2)sc2ccccc21	-1.0*	64	27	17	81	20	15	99
CCCC(=O)NC1=C(N2CC2)C(=O)C(NC(=O)CCC)=C(N2CC2)C1=O	65	68	49	104	111	54	98	110
